# EBNA-1 inh: EBNA-1 DNA-binding inhibitors, primary screen, biochemical, fluorescence polarization | 300,000 compounds, 0.34% hits | inhibition, % at 14.8 µM; in the data active = inhibition above about 28%
# ZTA DNA inh: ZTA (EBV) inhibition in EBNA-1 counter-screen; inhibition, % at 11 µM; 320,000 compounds, 0.15% hits; ZTA-DNA binding, fluorescence polarization; P03206; in the data active = inhibition above about 33%
# PAFAH1B2 inh: PAFAH1B2 enzyme inhibitors, primary screen, biochemical, fluorescence polarization, human | recombinant PAFAH1B2, FP-rhodamine activity probe | Platelet-activating factor acetylhydrolase IB subunit alpha2 (Homo sapiens), P68402 | 340,000 compounds, 1.2% hits | inhibition, % at 3.39 µM;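 active = inhibition above the mean of all tested compounds plus 3 SD, cut at about 24% in these data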;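 also: 0% = enzyme with DMSO and 100% = wells lacking PAFAH1B2; many of its hits are not listed in these tables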
# Target sequence (P68402 whole entry, looked up): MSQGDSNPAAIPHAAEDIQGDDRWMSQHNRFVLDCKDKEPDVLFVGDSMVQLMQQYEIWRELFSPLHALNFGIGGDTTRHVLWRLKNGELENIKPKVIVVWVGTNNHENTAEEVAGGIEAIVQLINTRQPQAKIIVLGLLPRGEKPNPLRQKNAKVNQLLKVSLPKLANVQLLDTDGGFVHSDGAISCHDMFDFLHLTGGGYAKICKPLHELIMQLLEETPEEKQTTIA
# PAFAH2 inh: PAFAH2 enzyme inhibitors, primary screen, biochemical, fluorescence polarization, human; Platelet-activating factor acetylhydrolase 2, cytoplasmic (Homo sapiens), Q99487; recombinant PAFAH2, FP-rhodamine activity probe; inhibition, % at 3.39 µM; 340,000 compounds, 0.99% hits;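 active = inhibition above the mean over all tested compounds plus 3 SD, cut at about 30% in these data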;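 also: inhibitors block probe labeling of enzyme so polarization drops; 0% = enzyme with DMSO and 100% = wells lacking PAFAH2 protein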
# PAFAH1B3 FP inh: PAFAH1B3 enzyme inhibitors, primary screen, biochemical, fluorescence polarization, human; 340,000 compounds, 0.28% hits; inhibition, % at 3.39 µM; Platelet-activating factor acetylhydrolase IB subunit alpha1 (Homo sapiens), Q15102; recombinant PAFAH1B3, FP-rhodamine probe;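 active = inhibition above the screen-wide average of all tested compounds plus 3 SD, cut at about 25% in these data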;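 also: 0% = enzyme with DMSO only and 100% = wells lacking PAFAH1B3 protein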
# Target sequence (Q15102 whole entry, looked up): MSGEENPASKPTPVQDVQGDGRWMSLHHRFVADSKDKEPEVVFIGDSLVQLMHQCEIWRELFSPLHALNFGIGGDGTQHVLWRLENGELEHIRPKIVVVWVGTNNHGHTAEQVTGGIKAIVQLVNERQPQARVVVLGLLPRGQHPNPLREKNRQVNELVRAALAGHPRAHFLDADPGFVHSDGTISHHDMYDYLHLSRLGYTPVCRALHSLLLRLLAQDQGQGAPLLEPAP
# LYPLA2 counter: LYPLA2 inhibitors, primary screen, counter-screen for PME1 inhibitor project, biochemical, fluorescence polarization, FP-Rh probe ABPP; Acyl-protein thioesterase 2 (Homo sapiens), O95372; recombinant LYPLA2; inhibition, % at 5.9 µM; 320,000 compounds, 0.38% hits; AID 2177, 2009;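 active = inhibition above the screen-wide mean plus 3 SD, limit set per campaign, cut at about 26% in these data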;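 also: 0% = LYPLA2 with DMSO and 100% = wells lacking LYPLA2 enzyme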
# Target sequence (O95372 whole entry, looked up): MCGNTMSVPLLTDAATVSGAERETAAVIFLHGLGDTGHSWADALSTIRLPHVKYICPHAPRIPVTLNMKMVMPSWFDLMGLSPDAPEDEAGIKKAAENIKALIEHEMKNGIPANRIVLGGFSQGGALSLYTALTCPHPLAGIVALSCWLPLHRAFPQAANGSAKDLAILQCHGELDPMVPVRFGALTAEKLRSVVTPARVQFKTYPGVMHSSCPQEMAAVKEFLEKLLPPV
# pPAFAH FP inh: pPAFAH enzyme inhibitors, primary screen, biochemical, fluorescence polarization, human. recombinant pPAFAH, FP-rhodamine probe fluorescence polarization. inhibition, % at 3.39 µM. 330,000 compounds, 1.5% hits;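 active = inhibition above the mean inhibition across the screen plus 3 SD, cut at about 25% in these data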;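 also: inhibitors block binding of the rhodamine activity-based probe so polarization drops; 0% = enzyme with DMSO and 100% = wells lacking pPAFAH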
# PREPL inh: PREPL enzyme inhibitors, primary screen, biochemical, fluorescence polarization. 320,000 compounds, 0.68% hits. recombinant PREPL, fluorescence polarization activity-based probe. inhibition, % at 5.96 µM; in the data active = inhibition above about 43%;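 also: 0% = enzyme with DMSO and 100% = wells lacking enzyme; many of its hits are not listed in these tables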
# LYPLA1 inh: LYPLA1 inhibitors, primary screen, counter-screen for PME1 inhibitor project, biochemical, fluorescence polarization, FP-Rh probe ABPP | Acyl-protein thioesterase 1 (Homo sapiens), O75608 | recombinant LYPLA1 | 320,000 compounds, 0.16% hits | inhibition, % at 5.9 µM | AID 2174, 2009;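 active = inhibition above the mean of all tested compounds plus 3 SD, set per campaign, cut at about 14% in these data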;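 also: inhibitors block serine hydrolase probe labeling of LYPLA1 so polarization falls; 0% = enzyme with DMSO and 100% = wells lacking LYPLA1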
# Target sequence (O75608 whole entry, looked up): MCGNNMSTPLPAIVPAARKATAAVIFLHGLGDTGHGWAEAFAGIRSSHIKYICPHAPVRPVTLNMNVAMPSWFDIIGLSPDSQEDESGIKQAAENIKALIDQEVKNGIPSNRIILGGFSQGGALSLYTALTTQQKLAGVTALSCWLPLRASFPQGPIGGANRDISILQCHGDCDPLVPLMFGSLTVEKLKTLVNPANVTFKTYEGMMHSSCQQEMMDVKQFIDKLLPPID
# * hit, by the source's call; . = not tested or not shown. These rows are one share of the data. The share of hits here may be higher or lower than overall.
SMILES,EBNA-1 inh,ZTA DNA inh,PAFAH1B2 inh,PAFAH2 inh,PAFAH1B3 FP inh,LYPLA2 counter,pPAFAH FP inh,PREPL inh,LYPLA1 inh
O=C(OCC#CCSc1nnc(-c2ccccc2)o1)c1cc2ccccc2o1,10,-6,6,-9,1,3,-2,10,0
Cc1cc(NC(=O)COC(=O)CNC(=O)c2cccs2)c([N+](=O)[O-])cc1C,0,-17,-4,11,-3,1,-1,5,0
Cc1ccc(C2OC3=C(C(=O)CC(C)(C)C3)C(N)=C2C#N)o1 (stereo unspecified),-13,-18,-1,1,21,-5,4,14,-4
CCOc1ccc(N(C(C)=O)C2C=CS(=O)(=O)C2)cc1 (stereo unspecified),10,1,2,2,1,0,2,-5,2
O=C(NC1=NCCS1)c1ccccc1OCc1ccc(F)cc1,1,-17,-2,-6,4,4,0,-1,1
N#Cc1nc(-c2ccc(F)cc2)oc1N1CCCC1,5,-6,1,0,6,6,4,10,2
COc1ccc(-c2cc(C(=O)Nc3c(C)n(C)n(-c4ccccc4)c3=O)c3ccccc3n2)cc1,5,4,4,-6,6,-2,6,-8,-2
COc1cccc(CC(=O)OCC(=O)NCC(=O)Nc2cccc(C)c2C)c1,2,2,4,4,0,0,3,16,0
CCOC(=O)C1=NN(c2ccccc2)C(c2ccccc2)CC1=O (stereo unspecified),-14,-7,1,3,8,-3,-2,14,-2
S=c1[nH]nc(C2CCCCC2)n1/N=C/c1cccs1,4,-12,2,-9,5,1,5,5,-2
COc1ccc(C2=NOC3(CC(=O)N(c4ccc(C)cc4)C3=O)C2)c(OC)c1 (stereo unspecified),8,6,2,2,2,8,2,2,5
Cc1[nH]n(-c2ccccc2)c(=O)c1/C=N/NC(=O)c1cccc([N+](=O)[O-])c1,-6,9,-2,8,6,14,2,10,1
Cn1c(=O)c(=O)n(C)c2cc([N+](=O)[O-])c([N+](=O)[O-])cc21,0,22,6,6,11,1,6,11,1
CNC(=O)c1cc2c(s1)CCCCCC2,3,-2,9,-10,8,4,3,2,1
N#C/C(=C/c1ccc(-c2ccccc2[N+](=O)[O-])o1)C(=O)NCCN1CCCCC1,0,14,1,8,3,-1,1,17,2
COc1ccc(OC)c(C(C(=O)NC2CCCCC2)N(Cc2ccco2)C(=O)c2ccccn2)c1 (stereo unspecified),0,-9,5,2,4,4,1,8,1
COc1cc(/C=N/NC(=O)CNc2n[nH]c(=O)[nH]c2=O)ccc1OCc1ccccc1,3,-14,0,-5,6,6,2,17,3
Nc1c(-c2ccccc2)cnn1-c1ccc(C(=O)O)cc1,8,7,-1,0,8,1,1,1,-3
NC(=S)NNC(=O)/C(=C/c1ccc(Br)cc1)NC(=O)c1ccccc1,3,5,0,3,3,-2,1,-7,1
O=C(CC1NC(=S)NC1=O)c1ccc(Cl)cc1 (stereo unspecified),-5,-2,6,-4,10,3,-5,5,-2
COc1ccc(NC(=O)COC(C)=O)cc1Cl,1,3,-3,-2,7,2,2,2,-2
COc1cc(C2C(C(=O)c3ccc(C)o3)=C(O)C(=O)N2Cc2ccccc2)ccc1O (stereo unspecified),0,-11,10,9,6,0,4,-4,-1
O=C(C1CC1)N1CCN=C1SCc1ccccc1,4,-13,5,7,3,4,1,9,2
Cc1ccc2c(CC(=O)Nc3ccc(F)c(S(=O)(=O)N4CCOCC4)c3)coc2c1,.,10,-4,-6,2,-11,2,4,-11
CN(C)c1ccc(C(=O)NCc2ccc3c(c2)CCO3)cc1,-3,-1,.,.,.,-6,3,4,-2

# Continued:
SMILES,EBNA-1 inh,ZTA DNA inh,PAFAH1B2 inh,PAFAH2 inh,PAFAH1B3 FP inh,LYPLA2 counter,pPAFAH FP inh,PREPL inh,LYPLA1 inh
COc1ccccc1-c1sc2cc3c(cc2c1-c1ccc(O)cc1)OCO3,.,.,4,8,7,.,6,13,.
NC(=O)N/N=C/c1c(O)ccc2oc3c(c12)CCCC3,5,-2,6,1,18,-1,10,7,-4
COc1cc(/C=C2\CCCc3c2nc2ccccc2c3C(=O)O)cc(Br)c1O,-12,8,2,6,12,-1,12,5,4
CN(C)S(=O)(=O)c1ccc(Cl)c(NC(=O)COC(=O)CN2C(=O)NC(C)(C)C2=O)c1,-8,-1,0,-1,9,-4,1,-6,-3
CCOCCn1c(SCC(=O)OCc2ccccc2)nc2c1c(=O)[nH]c(=O)n2C,4,16,2,2,-5,8,-2,8,6
O=C1CN(C(=O)CC2c3ccccc3-c3ccccc32)CC(=O)N1,3,5,9,7,8,-2,0,0,-2
O=C(CN(Cc1ccc(Br)cc1)S(=O)(=O)c1ccccc1)NCC1CCCO1 (stereo unspecified),5,4,7,7,1,7,0,0,2
N#Cc1ccc(Oc2c(Cl)cncc2Cl)cc1,3,1,3,5,4,4,4,4,1
O=C(COC(=O)c1cccc(OC(F)F)c1)NC1CCCC1,-4,9,0,52*,7,3,24,0,2
CCC(C)NC(=S)N1CCN(C)CC1 (stereo unspecified),0,-2,.,.,.,-7,5,11,-3
CCOC(=O)C1CCN(C(=O)CCn2c(=O)[nH]c3ccccc3c2=O)CC1,-7,2,0,1,-5,4,-6,4,-3
C#CCOc1ccc2ccccc2c1/C=C(/C#N)c1ccc(C(=O)O)cc1,-1,3,10,-2,1,1,-6,4,-3
Clc1ccc(CSc2cc3c(nn2)-c2ccccc2CC3)cc1,-19,0,0,-2,3,-18,-8,30,-6
O=C1C(=Cc2ccc(Br)o2)C(=O)c2ccccc21,2,52*,9,71*,18,2,50*,-3,-7
CC1CCCCN1C(=O)Nc1cccc(C(F)(F)F)c1 (stereo unspecified),6,-22,3,4,12,5,0,-2,2
COc1ccc(NC(=O)CSc2nnnn2C2CCCC2)cc1,-10,-5,-2,2,11,2,0,0,0
CC1CC(C)(C)CC2(C1)NC(=S)N(c1ccccc1)N2 (stereo unspecified),-2,-1,7,4,-4,4,6,1,1
COc1ccc(C(=O)c2cnc3cc4c(cc3c2C)OCO4)cc1,-6,10,2,1,7,-1,1,8,-2
CC(=O)Nc1ccc(OC(=O)c2cccs2)cc1,8,20,1,-1,-4,-2,1,23,-2
O=C(COc1ccccc1C(=O)NCc1ccncc1)Nc1ccc(Br)cc1,-8,-23,1,-2,0,4,0,30,-2
Nc1cc(C(=O)O)ccc1N1CCCCCC1,0,5,7,5,3,3,4,3,-3
O=C1CC(Cc2ccccc2)C(=O)N1CCCn1ccnc1 (stereo unspecified),-2,0,.,.,.,-2,-5,0,1
O=C(CCS(=O)NCc1ccccc1)NCc1ccccc1 (stereo unspecified),-23,-8,.,.,.,-1,1,9,1
O=c1[nH][nH]c(C(F)(F)F)c1C=NCc1cccc(Cl)c1,-7,-8,4,3,5,-2,-1,4,3
CN(CC(=O)Nc1ccc(F)c(F)c1F)C(=O)C1COc2ccccc2O1 (stereo unspecified),.,.,1,5,6,.,1,17,.

# Records listed so far shown as hits in pPAFAH FP inh.
mol	EBNA-1 inh	PAFAH1B2 inh	PAFAH2 inh	PAFAH1B3 FP inh	pPAFAH FP inh	PREPL inh
O=C1C(=Cc2ccc(Br)o2)C(=O)c2ccccc21	2	9	71*	18	50*	-3

# More records follow.
SMILES,EBNA-1 inh,ZTA DNA inh,PAFAH1B2 inh,PAFAH2 inh,PAFAH1B3 FP inh,LYPLA2 counter,pPAFAH FP inh,PREPL inh,LYPLA1 inh
CCn1c(SCc2ccccc2F)nnc1-c1ccncc1,8,15,4,-7,1,0,5,1,0
CC(=O)c1cccc(NC(=O)c2cc(=O)c3ccccc3o2)c1,-1,1,0,10,8,5,7,2,1
CN(C)C(=O)c1ccc(NC(=O)COc2cccc(Oc3ccccc3)c2)cc1,10,-7,1,-5,6,14,8,8,9
Cc1ccc(C(=O)c2cc([N+](=O)[O-])ccc2N2CCOCC2)cc1C,-18,-8,1,-4,11,2,-9,7,-2
CC(=O)O[C@@H]1[C@H]2[C@@H](C[C@@H](C)[C@@H]3C=CC(=O)[C@@]13C)OC(=O)[C@@H]2C,11,-1,0,5,-3,0,2,0,0
CCN1CC(CN(C)Cc2cn(-c3ccc(C)cc3)nc2-c2cccc(C)c2)CC1=O (stereo unspecified),12,11,-5,-1,6,-1,13,10,0
CCCCNc1cc(F)nc(N)n1,10,-4,-4,4,3,-1,-1,-2,13
COc1cccc(C(=O)NC(=S)N2c3ccccc3CC2C)c1OC (stereo unspecified),0,-4,6,2,11,5,2,-12,1
CC1Cc2ccccc2N1S(=O)(=O)c1cccc(C(=O)NCc2ccccn2)c1 (stereo unspecified),.,3,3,6,-5,-3,-6,-4,-2
CSc1nsc(SC)c1C(=O)Nc1ccc(Cl)cc1,-7,2,1,-1,0,10,-2,-1,4
CCOc1ccc(OCCCC(=O)NNC(=O)c2ccncc2)cc1,7,1,4,-2,5,0,4,-9,-3
CCN(CC)CCCN1C(=O)C(=O)/C(=C(/O)c2cc(C)ccc2C)C1c1cccnc1 (stereo unspecified),-5,-6,0,-5,10,1,5,13,2
COc1ccc(C)cc1S(=O)(=O)N1CCC2(CC1)OCCN2S(=O)(=O)c1ccccc1,-8,-6,4,4,7,4,11,2,5
CCCSc1nc2c(c(=O)[nH]c(=O)n2C)n1Cc1ccccc1,5,-2,4,5,8,7,4,-6,-1
CCOC(=O)COc1ccc([N+](=O)[O-])cc1,-4,2,4,-4,4,-2,1,-2,2
COc1cccc(NC(=O)c2sc(NC(=O)c3ccncc3)nc2C)c1,-16,8,5,1,8,2,2,-6,-1
O=C1C2C3CCCC3=C3CCCC3C2C(=O)N1c1cccc(Cl)c1 (stereo unspecified),-2,10,9,11,8,5,9,4,1
Cc1ccc(-c2nc3ccccc3[nH]2)cn1,-2,9,3,0,6,-4,-2,1,-5
Cc1ccc(NC(=O)CSc2nsc(SCC(=O)Nc3ccc(C)cc3C)c2C#N)c(C)c1,4,-7,-5,1,5,-5,0,-2,-2
C#CCn1cc(/C=N/NC(=O)COc2cccc3cccnc23)c2ccccc21,-12,-2,3,1,2,-3,3,11,-2
CCN1C(=O)CSc2ccc(C(=O)OC)cc21,-9,-2,8,-2,12,3,-11,4,-2
COC(=O)CSc1nnc(COc2cccc3ccccc23)o1,-9,-10,5,7,5,1,4,9,-5
CSC1=NC(C)(C)C=C(/C=C/c2ccc(Cl)cc2)N1,1,-3,3,9,3,-1,0,-5,-1
Cc1cn(C(=O)c2ccccc2)c(=S)n1-c1ccc(Cl)cc1,-2,15,-1,0,1,8,5,4,4
O=C(CCCCCNC(=O)c1ccccc1)N/N=C/c1ccc(F)cc1,-10,-15,4,0,8,4,10,-10,2
C[C@@H](C(=O)Nc1ccc2ccccc2c1)[C@@H]1C[C@@]1(C)[C@@H](NC(=O)c1cnccn1)c1ccccc1,-3,-12,-3,-11,4,-16,-1,36,-8
Cc1ccccc1CN(C)C(=O)c1ccc2ccccc2n1,7,2,6,-1,10,-2,7,1,2
O=S(=O)(c1ccccc1C(F)(F)F)N1CCN(c2ncnc3sccc23)CC1,.,.,-2,7,7,.,-2,-6,.

# Some of these compounds in order of their number in EBNA-1 inh, lowest first.
SMILES	EBNA-1 inh
O=C(CCCCCNC(=O)c1ccccc1)N/N=C/c1ccc(F)cc1	-10
CC(=O)c1cccc(NC(=O)c2cc(=O)c3ccccc3o2)c1	-1
CC(=O)O[C@@H]1[C@H]2[C@@H](C[C@@H](C)[C@@H]3C=CC(=O)[C@@]13C)OC(=O)[C@@H]2C	11
